TCR activator = activators of T cell receptors; primary human leukocytes, anti-CD3, IL-2 HTRF, 48 h; Potency, µM (highest dose often 9.22 µM), for the others: top-dose activation of IL-2 secretion, usual class: activators; 330,000 tested, under 10 active; AID 504894; further: % of control where 0% means no effect
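Compounds are tested in HTS on primary human leukocytes co-incubated with a-CD3 beads for 48 hr. IL-2 output is measured by time-resolved FRET.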
B2AR arrestin = recruits beta-arrestin to the human beta2-adrenergic receptor. P07550. beta-arrestin recruitment to beta2AR, cell-based reporter. Potency, µM (series often up to 46.1 µM), without a hit: at the highest dose activation, actives largely listed as activators. hit rate 0.02% among 330,000. AID 492947;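 further: potency means the concentration at half of the fitted maximal effect; 0% = DMSO controls and full agonism = EC100 isoproterenol or metaproterenol; nearly all actives have a fitted effect of over 65% in size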
TRPV1 ag = agonists of human vanilloid receptor 1 (TRPV1); hit rate 0.19% among 320,000; Q8NER1; TRPV1-expressing cells, Fluo-8 calcium influx, agonist mode; AID 540275; activation, % at 8.33 µM; in the data active means activation above about 80%; inconclusive means between about 30% and that limit; further: 0% is about no effect
Target sequence (Q8NER1 whole entry, looked up): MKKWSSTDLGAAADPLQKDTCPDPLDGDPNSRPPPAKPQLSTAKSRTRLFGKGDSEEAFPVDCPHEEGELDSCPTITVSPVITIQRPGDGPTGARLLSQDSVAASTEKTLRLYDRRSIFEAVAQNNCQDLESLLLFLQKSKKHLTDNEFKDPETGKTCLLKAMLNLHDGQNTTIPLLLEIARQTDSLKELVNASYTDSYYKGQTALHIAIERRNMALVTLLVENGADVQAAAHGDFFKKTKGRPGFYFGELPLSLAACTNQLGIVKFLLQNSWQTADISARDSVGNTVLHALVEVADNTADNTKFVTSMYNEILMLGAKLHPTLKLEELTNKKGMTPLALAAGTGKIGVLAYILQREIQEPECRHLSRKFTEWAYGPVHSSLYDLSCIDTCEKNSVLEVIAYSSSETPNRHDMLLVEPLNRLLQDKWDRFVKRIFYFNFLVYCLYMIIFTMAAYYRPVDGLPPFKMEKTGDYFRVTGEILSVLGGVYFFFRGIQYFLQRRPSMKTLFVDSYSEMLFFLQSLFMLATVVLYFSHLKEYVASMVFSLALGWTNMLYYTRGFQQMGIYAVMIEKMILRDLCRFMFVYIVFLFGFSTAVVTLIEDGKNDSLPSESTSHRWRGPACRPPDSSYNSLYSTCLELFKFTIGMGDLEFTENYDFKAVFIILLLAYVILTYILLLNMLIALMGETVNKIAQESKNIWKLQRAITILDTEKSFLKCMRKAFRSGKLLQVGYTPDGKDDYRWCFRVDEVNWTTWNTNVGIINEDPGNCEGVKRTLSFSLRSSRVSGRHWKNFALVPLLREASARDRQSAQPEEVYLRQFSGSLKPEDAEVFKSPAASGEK
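TRPV1-expressing cells were cultured overnight at 35.5C and loaded with Fluo-8 calcium dye for 40 to 90 min at room temperature. After a 10 s baseline, compound was added and calcium influx was read kinetically for 3 min (ex 480/em 520 nm).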
BRCA1 expr up = activators of BRCA1 expression | MCF7-BRCA1-FFLuc reporter, luminescence, 48 h; response scale: scaled: vehicle 0%, 10 µM genistein 100% | Potency, µM (top dose mostly 46.1 µM), for inactives: at the highest dose activation, actives largely listed as activators | hit rate 1.1% among 380,000 | AID 624202; further: potency means the concentration at half of the fitted maximal effect; nearly all actives have a fitted effect of over 80% in size; some results filed as inactive show a strong effect at the top dose
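Using MCF7 cells harboring a BRCA1 firefly luciferase reporter, plated 2 h before compound pinning, the screen measured luminescence after 48 h incubation. Responses were normalized to DMSO and 10 microM genistein, then fitted for concentration-effect.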
PTAP TSG101 blk = blocks PTAP/TSG101 interaction to inhibit HIV-1 budding. Q99816. Fluorescence polarization, FITC-PTAP peptide / Tsg101 binding. Potency, µM (titrated, usually from 115 µM), without a hit: at the top dose activity change, negative = inhibition, hits mostly inhibitors. 340,000 tested, under 10 active. AID 493005; active means well fitted inhibition curve with a large enough effect in the main read-out, with a control signal flat, not every such curve was filed as active; inconclusive means small, poorly fitted or top-dose-only effect, or effect the other way, or a change in a side signal; inactive means no such curve, though single readings can be large or run the other way; further: potency means the concentration at half of the fitted maximal effect; % of control where 0% means no effect
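Steps: Tsg101 binding domain dispensed (10 uM final), compounds pinned in DMSO, FITC-labeled PTAP-motif peptide added (50 nM final); after 20 min binding at room temperature, polarization measured.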
ELG1 DNA repair = inhibitors of ELG1-dependent DNA repair in HEK293T cells; Potency, µM (top dose mostly 46.1 µM), for inactives: at the top dose activity change, negative = inhibition, actives largely listed as inhibitors; HEK293T ELG1-luciferase reporter, luminescence, 16 h; DNA damage induced by 5-fluorouridine; AID 504467; hit rate 2.3% among 330,000; further: potency means the concentration at half of the fitted maximal effect; on the % scale 0 is the no-effect control and ±100 the full control effect; nearly all actives have a fitted effect of over 55% in size
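Step one: seed 2,000 cells per well. Step two: pin-transfer compound or DMSO alongside 5-fluorouridine. Step three: incubate 16 hr, 37 °C, 5% CO2. Step four: add ONE-Glo, wait 30 min, read luminescence.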
Integrin act MD = activates integrin-mediated alleviation for muscular dystrophy. alpha7betagal myoblasts, beta-gal FDG fluorescence, 48 h. Potency, µM (series often up to 38.3 µM), inactives show at the highest dose activation, hits mostly activators. hit rate 0.064% among 350,000;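 further: potency means the concentration at half of the fitted maximal effect; 100% = response of the positive control SU9516; nearly all actives have a fitted effect of over 60% in size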
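alpha7betagal+/- myoblasts (passage 13, 250/well) treated 48 h at 37C with compounds at 1:260 dilution of DMSO stock. Lysed, then beta-galactosidase activity read as FDG fluorescence (ex 480/em 540) after 30 min, with pre-read for autofluorescence.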
CXXC DNA block = blocks binding of human MLL CXXC domain to DNA | MLL-CXXC / FITC-HOXA9 DNA fluorescence polarization | hit rate 0.037% among 290,000 | AID 2662 | Q03164 | Potency, µM (series often up to 115 µM), without a hit: top-dose activity change, negative = inhibition, usual class: inhibitors; active means well fitted inhibition curve with a large enough effect in the polarisation, with a control signal flat, not every such curve was filed as active; inconclusive means small, poorly fitted or top-dose-only effect, or effect the other way, or a change in a side signal; inactive means no such curve, though single readings can be large or run the other way; the % refers to the polarisation; further: potency means the concentration at half of the fitted maximal effect
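Fluorescence polarization: 7 uM MLL-CXXC (stock) preincubated 5 min with compounds, then 50 nM fluorescein-HOX-A9 DNA (stock) added; 30 min ambient. Buffer 50 mM Tris-HCl pH 7.5, 50 mM NaCl, 1 mM DTT, 0.05% BSA.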
AT treatment = potential ataxia-telangiectasia treatments restoring KAP-1 phosphorylation | […] A-T fibroblasts, KAP-1 phosphorylation AlphaLISA; neocarzinostatin DNA damage 30 min before lysis | Potency, µM (doses to about 57.5 µM), for inactives: top-dose activation, usual class: activators | hit rate 0.19% among 320,000 | AID 485349; further: potency means the concentration at half of the fitted maximal effect; % of control where 0% means no effect; nearly all actives have a fitted effect of over 45% in size
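hTERT-immortalized A-T patient fibroblasts ([…]), 500 cells/well in OPTI-MEM, 1% FBS, got compounds for 60 min, then NCS for 30 min at 37C. Lysates were then assayed for phospho-KAP-1 by AlphaLISA (anti-pKAP1 donor, anti-KAP1 acceptor beads), 6 hr at 25C.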
p53 reactivator = restores transcriptional activity of mutant p53; H1299 p53-A138V BP100-luciferase reporter, luminescence, 24 h; Potency, µM (titrated, usually from 92.2 µM), without a hit: at the top dose activity change, positive = activation, most hits filed as activators; hit rate 0.063% among 320,000; further: potency means the concentration at half of the fitted maximal effect; % of control where 0% means no effect; nearly all actives have a fitted effect of over 45% in size
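p53-null H1299 cells stably carrying temperature-sensitive p53-A138V and a BP100-luciferase reporter were pinned with compounds (4-point, 1:5 series) and held 24 hrs at 37 deg C. Luminescence was read 10 min after detection reagent.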
Active calls of the source: *; ? = inconclusive; nt = no result given; [ ] = dose if it differs, or a comment. Unless noted, the call rests on the fitted dose curve; in most records, active means well fitted curve in the direction sought with a large enough effect; inconclusive means small, poorly fitted or top-dose-only effect, or another doubt; inactive means no such curve, though single readings can be large; an effect the other way counts as inactive or inconclusive.

SMILES	TCR activator	B2AR arrestin	TRPV1 ag	BRCA1 expr up	PTAP TSG101 blk	ELG1 DNA repair	Integrin act MD	CXXC DNA block	AT treatment	p53 reactivator
CN1C2CCC1CC(NC(=O)c1cc(Cl)cc3[nH]cnc13)C2 (stereo unspecified)	-2%	0.4%	2	-7%	-2%	-19%	-35%	3%	4%	nt
O=C(CCc1nc(-c2ccccc2)c(-c2ccccc2)o1)OCc1ccc(Br)cc1	4%	-0.5%	9	-24%	-6%	?	15%	-3%	nt	-2%
CCCCN1C(=O)c2ccc(C(=O)NC3(C)CCS(=O)(=O)C3)cc2C1=O (stereo unspecified)	-1%	-1.3%	6	-3%	1%	?	-9%	nt	-1%	3%
Cc1ccc(C)c(NC(=O)CS(=O)(=O)c2cccc3nsnc23)c1	6%	-0.2%	1	-10%	-4%	0%	-27%	2%	7%	-1%
CC(C)(C)NC(=O)C(c1ccc(-c2ccccc2)cc1)N(C[C@H]1CC[C@@H]([C@@H]2CC[C@H](CO)O2)O1)C(=O)c1ccc(-c2ccccc2)cc1 (stereo partly specified)	4%[46.1 µM]	3.5%	nt	-66%	1%	23µM*	-43%	nt	-23%	7%
COc1ccccc1N1CCN(C(=O)C2CCN(S(=O)(=O)c3ccccc3F)CC2)CC1	50%	-2.4%	5	1%	0%	-9%	29%	nt	-2%	-4%
Cc1cc(=O)oc2c(C)c(OC(=O)c3ccco3)ccc12	1%	nt	nt	1%	-2%	nt	?	nt	nt	nt
CCN1CC(CN(C)Cc2nc(-c3ccc(Cl)cc3)no2)CC1=O (stereo unspecified)	-6%	-0.9%	14	-8%	-7%	?	-22%	-3%	10%	-4%
COc1ccccc1CC(NC(C)=O)C(=O)NC1CCN(C(=O)Nc2ccc(F)cc2)CC1 (stereo unspecified)	3%	-0.4%	1	-5%	-6%	-3%	8%	6%	17%	1%
CCOC(=O)C1=C(C)NC(=O)NC1c1ccccc1Cl (stereo unspecified)	3%	-0.9%	1	20%	-2%	2%	-1%	-1%	3%	-9%

Rewritten with two lines to a compound: part of the list above.
The line under a structure holds: TCR activator	B2AR arrestin	TRPV1 ag	BRCA1 expr up	PTAP TSG101 blk	ELG1 DNA repair	Integrin act MD	CXXC DNA block	AT treatment	p53 reactivator
Cc1ccc(C)c(NC(=O)CS(=O)(=O)c2cccc3nsnc23)c1
    6%	-0.2%	1	-10%	-4%	0%	-27%	2%	7%	-1%
CC(C)(C)NC(=O)C(c1ccc(-c2ccccc2)cc1)N(C[C@H]1CC[C@@H]([C@@H]2CC[C@H](CO)O2)O1)C(=O)c1ccc(-c2ccccc2)cc1 (stereo partly specified)
    4%[46.1 µM]	3.5%	nt	-66%	1%	23µM*	-43%	nt	-23%	7%
COc1ccccc1N1CCN(C(=O)C2CCN(S(=O)(=O)c3ccccc3F)CC2)CC1
    50%	-2.4%	5	1%	0%	-9%	29%	nt	-2%	-4%
Cc1cc(=O)oc2c(C)c(OC(=O)c3ccco3)ccc12
    1%	nt	nt	1%	-2%	nt	?	nt	nt	nt
CCN1CC(CN(C)Cc2nc(-c3ccc(Cl)cc3)no2)CC1=O (stereo unspecified)
    -6%	-0.9%	14	-8%	-7%	?	-22%	-3%	10%	-4%
COc1ccccc1CC(NC(C)=O)C(=O)NC1CCN(C(=O)Nc2ccc(F)cc2)CC1 (stereo unspecified)
    3%	-0.4%	1	-5%	-6%	-3%	8%	6%	17%	1%
CCOC(=O)C1=C(C)NC(=O)NC1c1ccccc1Cl (stereo unspecified)
    3%	-0.9%	1	20%	-2%	2%	-1%	-1%	3%	-9%

(next part)
SMILES	TCR activator	B2AR arrestin	TRPV1 ag	BRCA1 expr up	PTAP TSG101 blk	ELG1 DNA repair	Integrin act MD	CXXC DNA block	AT treatment	p53 reactivator
O=C(Nc1nsc(-c2ccccc2)n1)c1cccs1	6%	-0.4%	2	?	-1%	?	-6%	-12%	nt	?
C=CCSc1nnc(NC(=O)Cn2cnc3c2c(=O)n(C)c(=O)n3C)s1	7%	0.1%	0	3%	-4%	-4%	-31%[inhibitor]	11%	6%	-3%
CCCCNC(=S)N/N=C/c1ccc(OCC(=O)Nc2c(C)cc(C)cc2C)c(OC)c1	2%[46.1 µM]	4.3%	-6	-5%	-2%	-1%	7%	13%	-7%	3%
CCCNC(=O)C1CC(c2cccc(F)c2)=NO1 (stereo unspecified)	-3%	-0.2%	0	-1%	-3%	?	-10%	-1%	10%	2%
CC(C)c1ccc(N2CC(C)(C)C2=O)cc1	0%	0.1%	18	0%	-2%	19%	-7%	5%	0%	7%
CCCCn1c(N)c(N(CC(C)C)C(=O)CSc2nn(-c3ccc(F)cc3)c(=S)s2)c(=O)[nH]c1=O	-3%	nt	nt	-45%	2%	nt	-13%	nt	nt	nt
CC1CCN(C(C)C(=O)Nc2cc(S(=O)(=O)N3CCCCC3)ccc2Cl)CC1 (stereo unspecified)	1%	0.1%	11	-35%	1%	34%	-44%	nt	6%	7%
CCOC(=O)C1=C(COC(=O)CCOc2ccc(OCC)cc2)NC(=O)NC1C (stereo unspecified)	nt	0.4%	8	35%	0%	?	?	nt	-2%	4%
COc1cc(/C=C/C(=O)OCC(=O)NC(=O)NC(C)(C)C)ccc1O	-1%	-0.1%	19	9%	0%	-8%	8%	-6%	-2%	0%
Cc1cc(C)n(-c2ccc(Cl)c(C(=O)OCC(=O)N3CCCCC3C)n2)n1 (stereo unspecified)	-4%	-0.8%	15	7%	-5%	?	19%	-4%	1%	5%
CCCNC(=O)C(Cc1ccccc1)NS(=O)(=O)c1cccc2nsnc12 (stereo unspecified)	-7%	-1.9%	-4	1%	-1%	-1%	21%	5%	9%	-4%
Cc1ccccc1NC(=O)Cn1c(=O)oc2ccccc21	nt	-0.3%	-6	-30%	-2%	2%	?	-8%	7%	12%
CS(=O)(=O)N1CCCC(C(=O)Nc2ccccc2Cl)C1 (stereo unspecified)	-8%	-0.4%	2	10%	-1%	-8%	-30%	1%	2%	1%
Nc1cc(=O)[nH]c(SCC(=O)Nc2ccc(F)c(Cl)c2)n1	2%	0.0%	1	-11%	-6%	3%	?	5%	nt	-1%
O=C(CCc1ccccc1)Nc1ccc(S(=O)(=O)NC2=NCCCCC2)cc1	1%	-1.5%	nt	1%	-3%	-13%	18%	nt	-4%	-5%
O=S(=O)(c1ccc(N2CCCCCC2)nc1)N1CCCC1	-3%	-0.1%	13	35%	0%	-13%	-18%	7%	-1%	1%
COc1ccc(CCNC(=O)CN2c3cccc4cccc(c34)S2(=O)=O)cc1	0%	-0.1%	3	2%	-8%	?	-4%	nt	-1%	-11%
CC(=O)N1c2ccc(S(=O)(=O)NCCC(=O)NC3CCCCCC3)cc2CC1C (stereo unspecified)	3%	0.2%	3	-22%	-2%	-7%	-1%	9%	9%	4%
CCOc1ccc(N2C(=O)/C(=C/c3cccs3)N(CC(=O)OC)C2=S)cc1	0%	0.1%	0	0%	-3%	8%	-11%[7.66 µM]	7%	-8%	-1%
Cc1[nH]n(C(N)=S)c(=O)c1N=Nc1cccc(Cl)c1	-1%	-1.0%	-1	?	-1%	?	17%	-9%	19%	?
O=C(Cc1ccccc1F)Nc1cccc(S(=O)(=O)N2CCOCC2)c1	-10%	2.0%	nt	-19%	-5%	-10%	19%	nt	11%	2%
Cc1cc(NC(=O)NC2(C(F)(F)F)Oc3ccc(Cl)cc3O2)no1 (stereo unspecified)	-2%[46.1 µM]	0.3%	0	6%	-8%	?	-37%	-9%	1%	27%
COc1ccc(-c2nnn(Cc3ccccc3)n2)cc1	nt	-0.1%	25	10µM*	-2%	?	-22%	-2%	11%	?
Cc1ccc(C(=O)Nc2nc3ccc(S(C)(=O)=O)cc3s2)s1	7%	-0.4%	?	?	-4%	?	-14%[7.66 µM]	-5%	8%	21%
COc1cccc(/C=N/NC(=O)C(c2ccncc2)N2CCOCC2)c1 (stereo unspecified)	3%	-0.4%	-3	1%	-6%	0%	2%	-11%	14%	-2%
COCCNC(=O)c1ccccc1NC(=O)C1COc2ccccc2O1 (stereo unspecified)	nt	-0.4%	0	1%	-4%	4%	12%	4%	8%	5%
O=C(NCc1ccc2c(c1)OCO2)C1CCCN1S(=O)(=O)c1ccc(F)cc1 (stereo unspecified)	-1%	-0.1%	-1	4%	-7%	-9%	5%	12%	1%	-2%
C=CCOc1nc(N2CCCC2)nc(N2CCCC2)n1	4%	-0.4%	-25	11%	0%	-3%	-32%	-8%	-2%	-5%
O=C(c1cc(COc2cccc3cnccc23)on1)N1CCC(c2ccccc2Cl)C1 (stereo unspecified)	-2%	0.2%	?	-19%	-3%	?	-39%	0%	8%	5%
CCn1cc(S(=O)(=O)Nc2cc(F)ccc2C)cn1	7%	-0.2%	-3	-21%	0%	1%	2%	-3%	4%	-3%

Bioassay records from PubChem.
